# pPAFAH inh – pPAFAH (human) enzyme inhibition. Q13093. AID 463082. inhibition, % at 3.39 µM. hit rate 1.5% among 330,000. recombinant pPAFAH, FP-rhodamine probe fluorescence polarization;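 active = inhibition above the mean inhibition across the screen plus 3 SD, cut at about 25% in these data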;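 note: inhibitors block binding of the rhodamine activity-based probe so polarization drops; 0% = enzyme with DMSO and 100% = wells lacking pPAFAH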
# LYPLA2 inh – blocks human lysophospholipase 2, a PME1 counter-screen | hit rate 0.38% among 320,000 | inhibition, % at 5.9 µM | recombinant LYPLA2, FP-Rh probe fluorescence polarization | AID 2177;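 active = inhibition above the screen-wide mean plus 3 SD, limit set per campaign, cut at about 26% in these data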;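 note: 0% = LYPLA2 with DMSO and 100% = wells lacking LYPLA2 enzyme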
# Target sequence (O95372 whole entry, looked up): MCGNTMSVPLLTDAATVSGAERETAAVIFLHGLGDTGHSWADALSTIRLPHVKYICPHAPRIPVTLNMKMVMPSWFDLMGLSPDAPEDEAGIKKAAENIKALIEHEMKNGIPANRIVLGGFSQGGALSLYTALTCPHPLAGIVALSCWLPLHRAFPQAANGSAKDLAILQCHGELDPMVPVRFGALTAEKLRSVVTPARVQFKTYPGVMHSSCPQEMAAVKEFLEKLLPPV
# PAD4 FP inh – inhibitors of human PAD4. Q9UM07. recombinant PAD4, RCA probe fluorescence polarization. inhibition, % at 6.36 µM. hit rate 0.41% among 330,000;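 active = percent inhibition above a cutoff equal to the mean of all tested compounds plus 3 SD, cut at about 15% in these data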;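 note: 0% = PAD4 with RCA probe and DMSO and 100% = probe without PAD4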
# PAFAH1B2 FP inh – blocks human PAF acetylhydrolase 1b catalytic subunit 2; inhibition, % at 3.39 µM; P68402; recombinant PAFAH1B2, FP-rhodamine activity probe, fluorescence polarization; hit rate 1.2% among 340,000; AID 492953;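 active = inhibition above the mean of all tested compounds plus 3 SD, cut at about 24% in these data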;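 note: 0% = enzyme with DMSO and 100% = wells lacking PAFAH1B2; many of its hits are not listed in these tables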
# Target sequence (P68402 whole entry, looked up): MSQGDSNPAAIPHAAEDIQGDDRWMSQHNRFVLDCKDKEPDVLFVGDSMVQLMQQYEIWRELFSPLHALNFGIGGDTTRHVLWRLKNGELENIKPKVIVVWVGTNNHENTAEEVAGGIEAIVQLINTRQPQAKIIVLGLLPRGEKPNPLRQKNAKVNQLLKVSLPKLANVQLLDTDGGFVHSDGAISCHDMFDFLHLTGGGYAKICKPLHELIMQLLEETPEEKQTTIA
# LYPLA1 inh – blocks human lysophospholipase 1, a PME1 counter-screen | O75608 | recombinant LYPLA1, FP-Rh probe fluorescence polarization | inhibition, % at 5.9 µM | hit rate 0.16% among 320,000;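 active = inhibition above the mean of all tested compounds plus 3 SD, set per campaign, cut at about 14% in these data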;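 note: inhibitors block serine hydrolase probe labeling of LYPLA1 so polarization falls; 0% = enzyme with DMSO and 100% = wells lacking LYPLA1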
# Target sequence (O75608 whole entry, looked up): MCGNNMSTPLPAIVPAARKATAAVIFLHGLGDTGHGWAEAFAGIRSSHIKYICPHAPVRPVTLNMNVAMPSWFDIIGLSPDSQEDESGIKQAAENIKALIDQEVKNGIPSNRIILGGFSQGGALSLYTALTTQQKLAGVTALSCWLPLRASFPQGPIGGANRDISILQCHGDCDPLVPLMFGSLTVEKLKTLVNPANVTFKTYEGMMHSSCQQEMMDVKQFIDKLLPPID
# GSTO1 counter – counter-screen for RBBP9 inhibitors: inhibitors of human GSTO1; inhibition, % at 5.96 µM; recombinant GSTO1, activity-based probe fluorescence polarization; AID 1974; hit rate 1.1% among 300,000; P78417;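 active = inhibition above the campaign mean inhibition plus 3 SD, cut at about 35% in these data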;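 note: 0% = GSTO1-1 with DMSO and 100% = wells lacking GSTO1-1 enzyme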
# PAFAH2 inh – PAFAH2 (human) inhibition; Q99487; recombinant PAFAH2, FP-rhodamine activity probe, fluorescence polarization; inhibition, % at 3.39 µM; hit rate 0.99% among 340,000;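 active = inhibition above the mean over all tested compounds plus 3 SD, cut at about 30% in these data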;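 note: inhibitors block probe labeling of enzyme so polarization drops; 0% = enzyme with DMSO and 100% = wells lacking PAFAH2 protein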
# PAFAH1B3 inh – PAFAH1B3 (human) inhibition; inhibition, % at 3.39 µM; AID 492972; hit rate 0.28% among 340,000; recombinant PAFAH1B3, FP-rhodamine probe, fluorescence polarization;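 active = inhibition above the screen-wide average of all tested compounds plus 3 SD, cut at about 25% in these data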;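 note: 0% = enzyme with DMSO only and 100% = wells lacking PAFAH1B3 protein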
# Target sequence (Q15102 whole entry, looked up): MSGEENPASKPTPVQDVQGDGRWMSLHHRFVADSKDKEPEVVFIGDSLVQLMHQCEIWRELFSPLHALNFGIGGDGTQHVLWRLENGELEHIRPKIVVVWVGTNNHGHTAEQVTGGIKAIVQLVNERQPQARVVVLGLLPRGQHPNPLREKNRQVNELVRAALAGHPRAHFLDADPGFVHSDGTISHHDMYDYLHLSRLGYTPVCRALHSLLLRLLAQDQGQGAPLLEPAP
# PREPL inh – inhibits the human prolyl oligopeptidase-like enzyme; recombinant PREPL, fluorescence polarization activity-based probe; inhibition, % at 5.96 µM; hit rate 0.68% among 320,000; AID 2751; in the data active = inhibition above about 43%;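 note: 0% = enzyme with DMSO and 100% = wells lacking enzyme; many of its hits are not listed in these tables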
# * hit, by the source's call; nt = not tested or not shown. Only part of the results is shown; the hit share may differ from the screen's.
SMILES,pPAFAH inh,LYPLA2 inh,PAD4 FP inh,PAFAH1B2 FP inh,LYPLA1 inh,GSTO1 counter,PAFAH2 inh,PAFAH1B3 inh,PREPL inh
CCCS(=O)(=O)c1cnc(C2COc3ccccc3O2)nc1N (configuration not stated),-3,3,0,4,-1,-2,-1,0,12
COc1ccc(C2=CC(=O)C[C@H](c3ccc4c(c3)OCO4)C2)cn1,-2,5,-10,6,2,nt,-2,4,-6
O=C(NCc1ccncc1)C(=O)N/N=C/c1ccc(OCc2ccccc2)cc1,3,-2,-6,3,2,-7,7,-4,-23
CC(C)(C)OC(=O)NCCCCCNC(=O)c1nc[nH]c1C(=O)NCCCCCNC(=O)OC(C)(C)C,5,nt,2,6,nt,nt,-4,8,20
CCOc1ccccc1NC(=S)N(CCC(C)C)C1CCN(C(C)=O)CC1,-4,2,1,-3,-1,-1,-9,8,-1
Brc1ccc(-c2nnc3sc(CN4CCN(c5ccccc5)CC4)cn23)cc1,0,7,-8,-1,1,4,-3,-4,5
O=C(O)c1cn(C2CCCCC2)c2ccccc2c1=O,4,-2,7,0,2,13,-7,0,5
Cc1cc(C)cc(C(=O)NCC(=O)OCC(=O)NC2CC2)c1,0,nt,-2,1,nt,nt,-7,4,7
CCOC(=O)C1=C(C)OC(N)=C(C#N)C1c1ccc(OC)c(C)c1OC (configuration not stated),2,1,-1,6,3,13,1,3,2
COc1ccc(NC(=O)CSc2nnc(-c3ccoc3C)n2CCc2ccccc2)cc1,-1,6,2,3,4,-1,5,7,9
COc1ccc(NS(=O)(=O)c2ccc(Cl)c(NC(=O)c3cccnc3Cl)c2)cc1,30*,-1,-1,2,-2,16,5,0,1
COc1ccc(OC)c(-c2csc(NC(=O)CSc3nnnn3C)n2)c1,2,4,-2,-1,1,-6,-5,4,-6
CCCCNC(=O)[C@H]1C[C@H]1[C@@H](O)[C@H](CO)NC(=O)[C@H](CC(C)C)NC(=O)OC(C)(C)C,-1,4,-1,10,-2,-1,-3,-4,9
CCc1ccc(C(=O)Nc2cccc(-c3nn[nH]n3)c2)s1,-4,3,-1,4,5,-11,0,6,4
O=C(Cn1cnc2ccccc21)Nc1cccc([N+](=O)[O-])c1,3,2,3,6,-4,10,-1,8,2
COC(=O)CSCC(=O)Nc1nnc(-c2cccc(C)c2)s1,7,7,4,0,4,3,15,-7,-5
Cc1ccccc1OCC(=O)Nc1nc(C)c(C(=O)N(C)C)s1,-1,-2,-1,-2,0,-1,-1,0,2
Cc1ccc(N(Cc2ccco2)C(=O)c2ccc(N3CCCCC3)c([N+](=O)[O-])c2)cc1,4,-2,-1,-2,0,1,-2,11,12
CCCc1ccc(Oc2coc3cc(OCC(=O)Nc4ccccc4C)ccc3c2=O)cc1,0,12,0,1,-3,-7,0,3,-5
CC(C)c1ccc(CSc2ccc(S(=O)(=O)N3CCOCC3)cn2)cc1,-4,1,5,2,-2,nt,4,5,15
O=C(CN1CCN(c2ccccc2F)CC1)N1CCc2ccccc21,14,5,-4,3,2,1,-11,-1,10
C/C(=N\NC(=O)c1ccc(CSc2nc(C)cc(C)n2)cc1)C1CCCCC1,13,-9,-1,0,-11,-6,2,6,3
COc1ccc(CNC(=O)CCN2C(=O)[C@@H]3Cc4ccccc4CN3C2=O)cc1,4,8,4,3,1,5,1,2,-20
CCOc1cc(-c2cc(-c3ccc(C)cc3)nc(N)c2C#N)ccc1O,10,-10,2,3,-15,-15,-9,2,33
Cc1cccc2cc(C#N)c(SCC(=O)NNC(=O)Cc3ccccc3)nc12,1,2,3,1,1,4,-19,0,7
O=C(O)c1cccc(NS(=O)(=O)c2ccc(C3CCCCC3)cc2)c1,1,-4,2,19,-1,-1,5,1,-9
CCN(CC)NC(=O)Nc1ccccc1,-2,-1,-1,nt,-4,2,nt,nt,11
COc1ccc(CN(C(=O)/C=C/c2ccco2)C2CCS(=O)(=O)C2)cc1 (configuration not stated),6,-4,-3,5,-2,2,1,-1,-6
CCCN(CCC)CCNc1c(N2CCN(C(=O)OCC)CC2)c(=O)c1=O,-3,-1,-5,2,0,-1,-8,9,-2
O=C1Nc2cc(S(=O)(=O)N3CCCC3)ccc2N2CCCC12 (configuration not stated),8,-1,-8,0,-3,-2,-2,1,-2
O=S(=O)(Nc1cc(S(=O)(=O)N2CCOCC2)ccc1O)c1ccc2c(c1)OCCCO2,2,2,5,1,1,nt,6,8,-1
O=C(Nc1ccc(N2CCOCC2)c(Cl)c1)c1ccc(-n2cnnc2)cc1Cl,5,6,-1,-1,4,-3,-5,10,6
O=C(COC(=O)C1CC1)Nc1ccc2[nH]c(=O)[nH]c2c1,4,4,-2,-2,2,-16,-3,7,4
C#CCn1cnc2c(cnn2-c2ccc(C)c(C)c2)c1=O,2,-1,5,8,-1,5,0,7,15
O=C(O)C(Cc1cc2ccccc2[nH]1)N1C(=O)C2CC=C(Cl)CC2C1=O (configuration not stated),1,-1,0,18,-1,-13,9,1,-3
CCOC(=O)C1CCCN(C(=O)c2ccc3c(c2)NC(=O)C(N2CCOCC2)S3)C1 (configuration not stated),4,6,-9,2,6,5,5,0,1
O=C1[C@H](Oc2ccccc2)[C@@H](c2ccncc2)N1c1ccncc1,7,nt,2,1,nt,nt,3,8,nt
CNc1oc(-c2ccc(OCc3ccccc3)cc2)nc1C#N,10,1,-2,7,2,6,8,5,27
Cc1ccc([N+](=O)[O-])cc1NC(=O)Cc1cccs1,27*,5,-6,-2,-3,7,1,2,4
COc1ccc(-n2c(SCC(N)=O)nnc2-c2ccco2)cc1,1,-10,2,4,-7,-2,4,9,0

# Single records, from the list above. Values in the order: pPAFAH inh, LYPLA2 inh, PAD4 FP inh, PAFAH1B2 FP inh, LYPLA1 inh, GSTO1 counter, PAFAH2 inh, PAFAH1B3 inh, PREPL inh
# Entry for O=C(COC(=O)C1CC1)Nc1ccc2[nH]c(=O)[nH]c2c1 = 4, 4, -2, -2, 2, -16, -3, 7, 4
# Entry for Cc1cccc2cc(C#N)c(SCC(=O)NNC(=O)Cc3ccccc3)nc12 = 1, 2, 3, 1, 1, 4, -19, 0, 7
# Entry for CCN(CC)NC(=O)Nc1ccccc1 = -2, -1, -1, nt, -4, 2, nt, nt, 11
# Entry for CNc1oc(-c2ccc(OCc3ccccc3)cc2)nc1C#N = 10, 1, -2, 7, 2, 6, 8, 5, 27
# Entry for CCCN(CCC)CCNc1c(N2CCN(C(=O)OCC)CC2)c(=O)c1=O = -3, -1, -5, 2, 0, -1, -8, 9, -2

# New compounds follow.
SMILES,pPAFAH inh,LYPLA2 inh,PAD4 FP inh,PAFAH1B2 FP inh,LYPLA1 inh,GSTO1 counter,PAFAH2 inh,PAFAH1B3 inh,PREPL inh
CCNS(=O)(=O)c1ccc(CCC(=O)NCc2ccccn2)cc1,0,-2,0,1,-2,-2,-7,7,18
Cn1c(COc2ccccc2O)[n+](C)c2ccccc21,1,10,1,2,2,-3,-4,5,2
C=C(C)c1ccccc1,2,1,4,4,3,nt,-4,5,8
NC(=O)NOCc1cccc(Cl)c1,4,4,0,2,7,0,0,11,12
Cn1cc(NC(=O)Nc2ccc(C(F)(F)F)cc2)c(C(F)(F)F)n1,-9,-13,3,4,-10,-1,6,8,6
O=C1CCC(C(=O)N(c2ccccc2)C2(C(=O)NC3CCCCC3)CCCCC2)N1 (configuration not stated),2,-3,3,12,-1,-4,-5,6,10
CCCn1c(CCC(=O)O)ccc1-c1ccccc1,5,-2,-1,4,2,5,-8,-2,6
COc1ccc(CCNC(=S)Nc2cc(C)ccc2C)cc1,2,4,-2,9,0,-3,-8,6,-2
Cc1[nH]c2ccccc2c1N=Nc1ccccc1F,11,-1,0,10,0,1,2,-1,7
COCCCN(C(=S)Nc1ccc(OC)cc1)C(C)c1ccncc1 (configuration not stated),0,-3,-2,3,1,1,-6,5,-5
COc1cccc(C(=O)CN(C(=O)c2ccc(Cl)c(Cl)c2)N2C(=O)C3CCCCC3C2=O)c1 (configuration not stated),5,-1,-2,0,5,10,15,2,5
O=C(OCc1ccc2c(c1)OCO2)c1ccc(S(=O)(=O)N2CCCC2)cc1,9,2,-1,-2,0,8,1,-4,-11
C/C(CC(=O)Nc1cccc(Cl)c1Cl)=N\NC(=O)c1ccccc1C,-7,-6,1,-2,1,2,9,2,3
CCCOC(=O)c1cccc(NC(=O)COc2ccc([N+](=O)[O-])cc2)c1,-9,16,-11,-3,-2,-10,-1,10,0
CC(C)N1CC=C2C(C#N)=C(N)C(C#N)(C#N)[C@H](c3ccoc3)[C@H]2C1,29*,4,49*,nt,5,64*,nt,nt,41
O=C(NN(C(=O)C1CC1)c1nc2ccccc2s1)C1CC1,1,1,0,5,-2,6,-2,4,3
COc1ccc(NC(=S)NC(NC(=O)c2cccc(Cl)c2)C(Cl)(Cl)Cl)c([N+](=O)[O-])c1 (configuration not stated),-17,-69,-5,-5,-55,-66,-27,-6,-7
OCCN(CCO)c1nc(N2CCCCC2)c2nc(N(CCO)CCO)nc(N3CCCCC3)c2n1,5,nt,5,3,nt,nt,7,-1,22
CC1CCCN(C2(O)C(=O)Nc3ccc([N+](=O)[O-])cc32)C1 (configuration not stated),5,6,3,7,0,19,6,6,4
O=S(=O)(c1ccc2nnn(O)c2c1)N1CCOCC1,-1,nt,-2,5,nt,nt,1,6,6
CCn1cc(CNC(=O)c2cc(COc3ccc(F)cc3Cl)on2)cn1,2,-1,-3,6,-4,-1,3,4,-25
COc1cccc(-c2c(C(=O)N/N=C/c3ccc(C)s3)nnn2-c2nonc2N)c1,9,3,-2,1,-2,-6,-2,5,8
C#CCOCCOCCOCCNc1nc(N2CCN(C(=O)[C@H]([C@@H](C)CC)n3cc([C@@H](N)Cc4ccc(O)cc4)nn3)CC2)nc(N2CCN(C(=O)[C@H](CCCCN)n3cc([C@@H](N)CC(C)C)nn3)CC2)n1,0,-10,1,nt,0,-6,nt,nt,22
COCCNC(=O)CSc1nc2cc(OC)c(OC)cc2c(=O)n1Cc1ccco1,5,-2,-7,4,0,4,-3,14,-7
N#Cc1cn(CCOc2ccc(F)cc2)c2ccccc12,3,6,-3,7,-4,-1,-1,-4,-54
COc1cc(C(C(=O)NC2CCCC2)N(Cc2ccco2)C(=O)c2snc(C(N)=O)c2N)cc(OC)c1OC (configuration not stated),6,0,2,3,-1,4,10,9,-10
O=C(NCc1ccccn1)Nc1cccc(Cl)c1,5,-6,-5,3,-3,-7,7,5,-12
O=C(Nc1ccc(Cl)cn1)C1CCCN1S(=O)(=O)c1ccc(Cl)cc1 (configuration not stated),3,4,-2,-1,-1,0,2,11,-2
COc1ccc(C2CC2/C(C)=N/OC(=O)c2ccc(F)cc2)cc1 (configuration not stated),0,0,-5,1,-1,1,4,-2,-24

# pPAFAH inh, what is marked active above.
Molecule,pPAFAH inh,PAD4 FP inh,PAFAH1B2 FP inh,PAFAH2 inh,PAFAH1B3 inh,PREPL inh
COc1ccc(NS(=O)(=O)c2ccc(Cl)c(NC(=O)c3cccnc3Cl)c2)cc1,30*,-1,2,5,0,1
Cc1ccc([N+](=O)[O-])cc1NC(=O)Cc1cccs1,27*,-6,-2,1,2,4
CC(C)N1CC=C2C(C#N)=C(N)C(C#N)(C#N)[C@H](c3ccoc3)[C@H]2C1,29*,49*,nt,nt,nt,41

# Assay outcomes from PubChem BioAssay.
